Source: PubChem
Shn3 3UTR inh: reduces Shn3 3'UTR luciferase signal in osteoblasts; inhibition, % at 12.5 µM; Clone20 osteoblast Shn3 3'UTR firefly luciferase, 24 h; 360,000 compounds, 0.52% hits;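 active = mean inhibition of at least 75% with every replicate also reaching 75%; inconclusive = mean inhibition at least 75% but some replicate below; inactive = mean inhibition below 75%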;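 note: 0% = median of neutral control wells and 100% = pilot-screen positive control compound; some compounds past the cut are filed as inactive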
HIF-2a block: HIF-2a inhibition. 786-0 RCC cells HIF-2a reporter, luciferase luminescence, overnight. inhibition, % at 18.8 µM. 360,000 compounds, 0.72% hits;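 active = inhibition of the luminescence signal of 40% or more relative to plate controls, in a single-dose primary screen at 18.75 µM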
CF NFkB inh: inhibitors of cystic fibrosis induced NF-kB; 360,000 compounds, 0.86% hits; inhibition, % at 5 µM; KKLEB NF-kB-GFP reporter, PAF-induced, GFP fluorescence overnight; AID 588850;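 active = at least 50% inhibition at 5 µM, scaled per plate between neutral and stimulator controls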;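 note: PAF is a Pseudomonas aeruginosa culture filtrate used as stimulus; plate controls were PAF-stimulated DMSO wells for no effect and unstimulated DMSO wells for full effect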
MITF TRPM1 inh: inhibitors of MITF-driven TRPM1 promoter in melanoma cells; 330,000 compounds, 0.83% hits; SK-MEL-5 TRPM1 promoter luciferase, 24 h; inhibition, % at 12.5 µM; AID 488899;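 active = mean inhibition across replicates of 60% or more, whatever share of single replicates reaches that level; inconclusive = some that reach 60%, reason not given; inactive = mean inhibition across replicates below 60%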; note: values of inactives mirror those of a sister screen read the other way
NR2E3 ag-1: agonists of human nuclear receptor NR2E3 | inhibition of corepressor binding, % at 4.78 µM | Q9Y5X4 | AID 2300 | GST-NR2E3/biotin-RetCOR TR-FRET, 1536-well | 320,000 compounds, 0.12% hits;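 active = percent inhibition above the cutoff of mean plus 3 SD of all tested compounds, set per screening campaign, cut at about 20% in these data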;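 note: 0% = DMSO wells and 100% = biotin wells as full block of FRET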
Target sequence (Q9Y5X4 whole entry, looked up): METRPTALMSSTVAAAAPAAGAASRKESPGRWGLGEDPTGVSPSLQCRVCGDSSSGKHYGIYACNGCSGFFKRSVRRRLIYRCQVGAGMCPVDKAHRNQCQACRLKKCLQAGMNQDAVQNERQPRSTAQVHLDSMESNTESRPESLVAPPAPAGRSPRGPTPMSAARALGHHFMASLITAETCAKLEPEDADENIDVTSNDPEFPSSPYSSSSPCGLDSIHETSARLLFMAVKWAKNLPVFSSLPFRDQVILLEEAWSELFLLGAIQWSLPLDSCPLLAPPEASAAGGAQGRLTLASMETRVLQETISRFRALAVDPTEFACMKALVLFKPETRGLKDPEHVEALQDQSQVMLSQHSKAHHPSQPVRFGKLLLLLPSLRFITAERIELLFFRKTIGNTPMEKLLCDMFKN
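Material: NR2E3–RetCOR corepressor complex | Quantity: 1.35 nM GST-tagged NR2E3 final | Schedule: 5 h at 4 °C | Replication: Singlicate compound wells | Reagent: RetCOR corepressor, biotinylated, 7 nM | Controls: Biotin wells as high control, 0.6% DMSO wells as low control | Signal: TR-FRET, Eu(K)-anti-GST donor, streptavidin-D2 acceptor, ex 340, em 617/671 nm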
TROY NFkB inh: inhibitors of TROY-dependent NF-kB signaling; Q293 LMP1-TROYcd NF-kB luciferase reporter, 4 h; inhibition, % at 10 µM; 360,000 compounds, 0.98% hits; AID 1347056;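 active = compounds whose plate-normalised and pattern-corrected inhibition of the luciferase reporter signal at the single screening dose is 50% or more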
C8 TRAIL sens: caspase-8 TRAIL sensitization; NB7+C8 cells + TRAIL, ATPlite viability luminescence; inhibition (viability loss, TRAIL sensitization), % at 10 µM; 360,000 compounds, 1% hits;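 active = compounds causing at least 50% loss of cell viability in the single-dose screen, relative to plate controls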
KKLEB cytotox: CF airway cell cytotoxicity counter-screen; KKLEB CF airway cells viability, ATPlite luminescence, overnight; stronger effect = lower value; cells stimulated with P. aeruginosa culture filtrate; activity change (cytotoxicity), % at 5 µM; 360,000 compounds, 0.36% hits; AID 602141;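 active = corrected activity change at or below -50% at 5 µM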
TWEAK-Fn14 inh: TWEAK-Fn14 signaling inhibition. TWEAK-stimulated Fn14 reporter cells, luciferase luminescence, 8 h. inhibition, % at 10 µM. 360,000 compounds, 2% hits. AID 1159606; in the data active = inhibition above about 50%
Peg3 promoter: inhibitors of Peg3 promoter | HeLa PEG-Prom luciferase reporter, luminescence, overnight | inhibition, % at 20 µM | 360,000 compounds, 1.7% hits | AID 588405;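 active = inhibition of at least 50% at 20 µM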
NR2E3 ag-2: activates human NR2E3 receptor. Q9Y5X4. CHO-S Gal4-NCOR/VP16-NR2E3 two-hybrid, luciferase. inhibition of corepressor binding, % at 3.98 µM. 360,000 compounds, 0.35% hits. AID 602229;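 active = inhibition above the mean of all tested compounds plus 3 SD, cut at about 70% in these data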;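 note: 0% = DMSO with NR2E3 transfected cells and 100% = cells lacking NR2E3 construct; higher means lower luciferase signal from less NR2E3 corepressor binding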
Active calls of the source: *; ? = inconclusive; . = no result given; & = joins results of further samples.

Fields – Shn3 3UTR inh	HIF-2a block	CF NFkB inh	MITF TRPM1 inh	NR2E3 ag-1	TROY NFkB inh	C8 TRAIL sens	KKLEB cytotox	TWEAK-Fn14 inh	Peg3 promoter	NR2E3 ag-2
- Cn1cc(/C=N/NC(=O)c2ccc(C#N)cc2F)c2ccccc21
    -3	-9	10	4	1	-2	1	5	-26	0	-5
- O=S(=O)(c1ccccc1C(F)(F)F)N1CCN(c2ncnc3sccc23)CC1
    ?	25	12	4	.	33	39	5	25	39	60
- O=C(c1ccccc1OC(F)F)N1CCN(S(=O)(=O)c2ccc3c(c2)OCCCO3)CC1
    1	-6	-29	1	1	10	-13	11	-17	2	35
- Cc1ccccc1C(=O)Nc1ccc(C(=O)N/N=C/c2ccc(F)cc2)cc1
    14	7	-4	-1	6	8	-11	5	25	8	22
- CC1CC(C)CN(C(=O)c2ccccc2Nc2ccc(SC(F)F)cc2)C1 (stereo unspecified)
    19	20	-5	5	1	9	-12	-6	2	24	7
- CC(OC(=O)c1cc(=O)[nH]c2ccccc12)c1ccccc1 (stereo unspecified)
    -13	-102	-3	-24	-2	-36	-3	8	-7	-42	-46
- CC1(C)CC(=O)C2=C(C1)OC(N)=C(C#N)C2c1ccc2c(c1)OCO2 (stereo unspecified)
    -7	10	5	5	1	18	1	-13	0	2	-8
- COc1ccc(CNC(=O)c2cccc(NC3=NC4CS(=O)(=O)CC4S3)c2)cc1 (stereo unspecified)
    -11	6	0	.	2	-1	10	0	13	-8	-4
- CC(C)CNC(=O)COc1ncnc2ccccc12
    -7	7	3	1	0	8	-14	-6	25	10	6
- C[C@H](CO)N1C[C@H](C)[C@@H](CN(C)S(=O)(=O)c2cccs2)Oc2c(NC(=O)Nc3ccccc3)cccc2C1=O
    -3	13	-34	4	.	-8	-6	1	2	22	6
- CCCCn1c(N)c(N(CCOC)C(=O)C2CC(=O)N(c3cccc(SC)c3)C2)c(=O)[nH]c1=O (stereo unspecified)
    0	3	5	4	-3	-1	-7	14	-11	-3	-6
- CC(NC(=O)Cn1cccc1C(=O)c1ccccc1)c1ccccc1 (stereo unspecified)
    0	5	-8	-5	-2	-21	-3	-2	1	-13	-5
- COc1ccc2[nH]c(C)c(CCN(Cc3cccs3)C(=S)Nc3ccccc3)c2c1
    60	-30	-17	8	3	-12	11	8	8	-3	-16
- O=C(N/C(=C\c1ccc2c(c1)OCO2)C(=O)N1CCOCC1)c1cccs1
    3	6	7	-5	1	-9	-21	-2	3	12	13
- CCCn1cc(S(=O)(=O)c2ccccc2)c(=O)c2cc(F)c(N3CCN(C)CC3)cc21
    -8	17	4	3	-1	-10	-12	3	1	10	4
- CC(=O)C1=C(C)N=c2s/c(=C/c3ccc4c(c3)OCO4)c(=O)n2C1c1ccc(N(C)C)cc1 (stereo unspecified)
    9	-9	-19	-10	.	-9	7	11	-2	11	-91
- CC1CCc2c(nc3ncnn3c2N2CCN(c3ccccc3)CC2)C1 (stereo unspecified)
    -5	15	12	0	-1	-1	8	-5	-12	-1	16
- CCn1c(=O)c(C(=O)CN2CCN(S(=O)(=O)c3cc(C)ccc3C)CC2)c(N)n(Cc2ccccc2)c1=O
    19	37	7	4	1	27	14	-3	27	48	19
- O=C1c2ccccc2S(=O)(=O)N1Cc1c(F)cccc1Cl
    -2	-15	-1	-1	0	-4	-14	3	5	12	-19
- COc1ccccc1C(=O)Nc1cc2ccccc2oc1=O
    -45	-215	-16	-9	-1	-83	22	-3	-15	-170	-58
- CC(C)CN1C(=O)C(=O)N(CC(=O)NCc2ccc3c(c2)OCO3)C1=O
    5	8	1	-8	1	-12	-4	3	24	12	20
- CCCN1CCN(CCCNC(=O)C2CCN(c3nnc(-n4c(C)ccc4C)s3)CC2)CC1
    7	2	-25	-13	-3	-10	0	6	8	2	-11
- O=C(CNC(=O)c1sc2ccccc2c1Cl)NCc1cccnc1
    0	-11	0	-9	0	-4	11	5	-2	-3	-2
- Cc1cccc(-n2cnc3cc(C(=O)N4CCCCC4)ccc32)c1
    0	-209	19	-28	0	-55	10	-10	-27	-296	-45
- OCCNc1ncnc2c1sc1nc(N3CCOCC3)c3c(c12)CCC3
    21	3	-2	-10	6	21	-5	-16	12	19	-6
- O=C(NC(=S)NC1CCSC1=O)c1cccc([N+](=O)[O-])c1 (stereo unspecified)
    -2	8	9	18	0	-7	10	1	-3	11	-11
- CCCN(CC(=O)Nc1ccccc1C)C(=O)C1CC(=O)N(c2cccc(C)c2C)C1 (stereo unspecified)
    -9	2	8	-2	-4	-9	-10	4	4	6	-5
- Cc1ccc(-n2c(=O)c3c(c4cc(C)ccc4n3C)n(CC(=O)NCC3CCCO3)c2=O)cc1 (stereo unspecified)
    6	23	-6	.	.	-2	-19	9	-8	16	9
- NC(=O)c1c(NC(=S)Nc2ccc(F)cc2)sc2c1CCCC2
    -2	-49	17	-17	9	-19	4	-21	-10	-52	-6
- CCOC(=O)CCNC(=O)Nc1ccc2nc(C)n(Cc3cccc(Cl)c3)c(=O)c2c1
    20	11	17	-1	1	9	12	6	-1	17	7
- O=C(C1CCCC1)N1CCC(CC2CC(c3cccc(Br)c3)=NO2)(C(=O)NCC2CCCCC2)CC1 (stereo unspecified)
    14	13	-4	-5	2	2	1	-2	-29	20	-38
- Cc1nn(-c2ccc(F)cc2)c(C)c1CN1CCN(CCc2ccccc2)C(CCO)C1 (stereo unspecified)
    1	14	-9	-6	-2	11	9	12	15	1	3
- COc1ccc(S(=O)(=O)NC(C)C(=O)N2CCCC2)cc1C (stereo unspecified)
    -8	14	-3	-7	.	-42	-6	-16	-7	0	19
- COc1ccc(CNC(=O)C2CCC(CNc3c(N4CCOCC4)c(=O)c3=O)CC2)cc1 (stereo unspecified)
    -5&3	16&7	-8&-6	11	0	8&-7	-7&0	9&15	12&10	10&3	6&-11
- CCN(CC)CCNC(=O)C(=O)NCC1OCCN1S(=O)(=O)c1ccc([N+](=O)[O-])cc1 (stereo unspecified)
    -23	9	4	-2	3	8	-5	3	-2	-6	-27
- COc1cccc(CNC(=O)Cn2ccc3cc(S(=O)(=O)N4CCCCCC4)ccc32)c1
    23	-6	16	-2	-2	22	-6	9	8	13	11
- C[C@H]1Cn2cnc(C(=O)N[C@@H](Cc3c[nH]c4ccccc34)C(=O)OC(C)(C)C)c2C(=O)N1
    -4	-5	-21	.	.	0	-36	13	20	5	-4
- COC(=O)c1c(CSc2ccc(Cl)cc2)noc1C(=O)NCc1ccco1
    10	10	-11	2	-2	1	17	0	-1	9	-16
- S=C(Nc1ccccc1Cl)NC1CCCCCC1
    -1	-89	11	-11	-2	-17	0	0	-16	-35	-28
- CCC1CCCCN1C(=O)COC(=O)c1cc(=O)[nH]c2ccccc12 (stereo unspecified)
    -15	-6	14	-4	.	4	0	-6	-1	-5	-6
- c1cncc(Nc2nc(-c3cccnc3)cs2)c1
    -30	-78	15	-20	0	-13	-3	1	0	-34	-30
- O=S(=O)(c1ccc(NCC2CCCCC2)nc1)N1CCOCC1
    -13	6	-23	21	2	-11	-2	-14	-16	13	-12
- O=C(CN1C(=O)NC2(CCCc3ccccc32)C1=O)NCCc1ccc(F)cc1 (stereo unspecified)
    13	21	-6	-17	.	-19	-8	2	1	-1	3
- CC(C)Cc1ccc(C(C)/C=C2/CCC(CN3CCCCC3)C2=O)cc1 (stereo unspecified)
    74	-6	-34	18	.	4	11	-12	7	91*	15
- CC1Cc2[nH]c(=S)[nH]c(=O)c2C(C)O1 (stereo unspecified)
    .	8	.	.	.	0	-2	.	-5	.	-8
- O=C(COc1ccccc1F)NNC(=O)c1cccc(-n2cccc2)c1
    1	-1	7	6	3	-4	8	-10	-7	5	0
- Cn1cc(CN2CC3C[C@@H]4CC2C[C@H](C3)C4)c(-c2ccc3c(c2)OCCO3)n1
    -2	-7	-6	-9	1	-16	1	-5	-11	-40	-42
- CCOC(=O)CN(C(=O)CSc1nnc(CNc2ccc(F)cc2)n1CC)c1ccc(F)cc1
    -4	7	26	11	1	-23	-1	0	-14	10	11
- Cc1ccc(-n2nc(C)c(NC(=O)COC(=O)c3ccccc3NCCO)c2C)cc1
    11	-18	-17	-1	2	8	25	1	13	-21	-14
- O=C(CSc1n[nH]c(-c2ccccc2)n1)Nc1ccc(F)cc1F
    8	-11	10	-1	0	8	-5	-6	17	0	10
- Cc1cc(C(=O)N2CCC2(C)C(=O)NCc2cccc3ccccc23)nn1C (stereo unspecified)
    13	5	1	.	.	12	-4	-6	5	8	-9
- Cc1ccccc1CCN(C(=O)c1csnn1)C(C(=O)NC1CCCC1)c1ccncc1 (stereo unspecified)
    -1	-9	-20	8	3	-6	2	1	15	3	18
- O=C(O)CCC(=O)Nc1ccccc1Oc1ccccc1
    9	15	8	8	-1	-11	2	16	-11	9	9

Not all compounds are listed (hit frequency here may not be typical).
